Screening results: PubChem, National Center for Advancing Translational Sciences (NCATS)
DRD3 agonist = agonists of human D3 dopamine receptor | P35462 | D3R DiscoveRx beta-arrestin cells, luminescence, 90 min | max activation, % | hit rate 0.58% among 410,000 | AID 652048; in the data active = max activation above about 30%; also: 0% is about no effect; mostly tested at two doses, the higher about 12 µM
Target sequence (P35462 whole entry, looked up): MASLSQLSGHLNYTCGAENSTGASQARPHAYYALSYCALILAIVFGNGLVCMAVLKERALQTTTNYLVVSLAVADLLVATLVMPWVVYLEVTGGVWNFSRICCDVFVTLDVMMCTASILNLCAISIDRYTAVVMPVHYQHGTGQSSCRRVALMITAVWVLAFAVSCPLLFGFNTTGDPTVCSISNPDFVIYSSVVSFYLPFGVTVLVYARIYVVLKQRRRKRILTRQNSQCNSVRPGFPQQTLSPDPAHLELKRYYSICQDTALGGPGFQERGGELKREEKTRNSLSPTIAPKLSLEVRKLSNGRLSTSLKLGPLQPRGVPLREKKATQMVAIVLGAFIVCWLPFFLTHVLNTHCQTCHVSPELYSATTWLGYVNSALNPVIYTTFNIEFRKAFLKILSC
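Agonist mode: compounds and dopamine controls were applied to plated cells for 90 min at 37 degrees C after an overnight attachment at 1500 cells/well. Luminescent read-out followed 30 - 60 minutes at room temperature with DiscoveRx detection reagent.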
GLP-1R inv ag = inverse agonists of human GLP-1 receptor; hit rate 1.6% among 410,000; AID 624417; HEK293 GLP-1R CRE-luciferase, luminescence, 24 h; GLP-1R form is constitutively active; Potency, µM (top dose mostly 38.3 µM), without a hit: at the top dose activity change, negative = inhibition, hits mostly inhibitors; also: potency is read from the fitted curve at half-maximal effect; % is scaled to controls: 0 for no effect and ±100 for the full control effect; nearly all actives have a fitted effect of over 55% in size
Target sequence (P43220 whole entry, looked up): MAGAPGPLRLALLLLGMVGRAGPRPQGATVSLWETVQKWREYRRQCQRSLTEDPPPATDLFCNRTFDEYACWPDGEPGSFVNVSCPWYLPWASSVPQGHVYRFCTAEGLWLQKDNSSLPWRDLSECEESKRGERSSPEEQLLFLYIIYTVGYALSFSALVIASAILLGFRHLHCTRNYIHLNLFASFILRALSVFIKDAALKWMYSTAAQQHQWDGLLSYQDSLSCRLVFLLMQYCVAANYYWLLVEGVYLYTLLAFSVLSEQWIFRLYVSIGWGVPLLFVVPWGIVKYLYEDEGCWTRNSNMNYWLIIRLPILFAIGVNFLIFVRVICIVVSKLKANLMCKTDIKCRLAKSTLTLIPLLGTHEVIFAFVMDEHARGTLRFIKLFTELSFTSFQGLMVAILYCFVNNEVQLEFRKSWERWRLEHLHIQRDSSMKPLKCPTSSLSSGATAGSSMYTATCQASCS
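Constitutively active GLP-1R drives a cAMP-responsive luciferase in stably transfected HEK293 cells; test compounds are added after overnight (12 h) attachment and left 24 hr, and signal loss in luminescence marks inhibition.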
HEK293 tox = cytotoxicity in counter-screen for GLP-1R inverse agonists; Potency, µM (series often up to 38.3 µM), for the others: at the top dose activity change, negative = inhibition, hits mostly inhibitors; AID 624418; HEK293 cAMP-luciferase reporter cells, luminescence, 24 h; hit rate 0.13% among 410,000;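 also: loss of luciferase light is scored as toxicity; potency is read from the fitted curve at half-maximal effect; % is scaled to controls: 0 for no effect and ±100 for the full control effect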
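MLSMR compounds, 24 hr on cells at 37 deg C/5% CO2; luminescence after luciferase reagent (12 min RT). Inhibition counted as the undesired cytotoxic outcome.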
Numbers without * were called inactive; ? = inconclusive. Unless noted, calls follow the shape of the dose curve; as a rule, active = well fitted curve in the direction sought with a large enough effect; inconclusive = small, poorly fitted or top-dose-only effect, or another doubt; inactive = no such curve, though single readings can be large; an effect the other way counts as inactive or inconclusive. Not all compounds are listed (hit frequency here may not be typical).

Values run as follows: DRD3 agonist, GLP-1R inv ag, HEK293 tox
Cc1ccc(C(=O)NCCSc2c(C)[nH]c3ccccc23)cc1C
→ -12.5, ?, -5.6%
CN(C)S(=O)(=O)N1CCC(n2c(C(F)(F)F)nc3cccnc32)CC1
→ 6.6, 0.8%, -0.9%
N#Cc1cc2c(=O)n3ccccc3nc2n(-c2nnc(SCc3ccc(F)cc3)s2)c1=O
→ -10.0, -20.7%, 3.7%
Cc1ccc2c(=O)cc(C(=O)Nc3sc4c(c3C(=O)NCC3CCCO3)CCCC4)oc2c1C (configuration not stated)
→ -1.0, 13.8%, 8.6%
COc1ccccc1CCNC(=O)Cc1c(C)c2c(cc(C)c3c(C)coc32)oc1=O
→ -8.4, 4.3%, 7.4%
COc1ccc(C(=O)N2CCC(c3nc4ccccc4o3)CC2)cc1
→ 0.7, -1.2%, -0.5%
CCc1ccc(C2=C(C)C(N3CCC(C(=O)NCc4ccccc4)CC3)=NS2(=O)=O)cc1
→ 9.1, -8.9%, -8.0%
Cc1ccc(S(=O)(=O)c2cn(Cc3ccccc3F)c3cc4c(cc3c2=O)OCO4)cc1
→ -8.4, 10.0%, 16.0%
Cn1cnnc1SCC(=O)Nc1cc(C(=O)O)cc(C(=O)O)c1
→ 0.1, 12.4%, 0.8%
Cc1cc(C)cc(NC(=O)C(=O)NCC(c2ccc3c(c2)OCO3)N2CCN(C)CC2)c1 (configuration not stated)
→ -10.2, -8.1%, -23.9%
CCCCOC(=O)c1ccc(NC(=O)CSc2nc3c(c(=O)[nH]2)CCCC3)cc1
→ -2.3, -23.7%, 2.0%
Cc1cccc(Cn2c(CN3CCC(C(=O)NCc4ccccc4Cl)CC3)cc3ccccc32)c1
→ -7.1, ?, 8.7%
Cc1cc2c(cc1S(=O)(=O)N1CCC(C(N)=O)CC1)OCC(=O)N2
→ -5.0, 10.3%, -1.2%
Cc1ccc(NC(=O)Cn2cc3c(n2)CCC(C)C3)cc1C (configuration not stated)
→ -11.7, -23.7%, -7.1%
COc1ccc(OC)c(NC(=O)Cn2c(=O)cc(-c3ccccc3)c3c(C)nn(C)c32)c1
→ 15.4, 27.1%, -14.7%
COc1ccc(CCNC(=O)Cn2ccc3cc(S(=O)(=O)N4CCCCC4)ccc32)cc1OC
→ 1.3, 23.3%, 22.5%
COc1ccc(NC(=O)c2c(C)oc3ccc(O)c(CN4CCN(C)CC4)c23)cc1Cl
→ -14.9, -7.1%, 25.6%
CCSc1ncc(Cl)c(C(=O)Nc2cccc(Cl)c2)n1
→ 4.1, ?, 1.0%
Cc1cc(C)c2nc(N3CCCC(C(=O)NCc4cccc(Cl)c4)C3)sc2c1 (configuration not stated)
→ 8.8, 21.4%, 3.2%
COc1cccc(-c2cn3ncsc3n2)c1
→ -8.6, 9.7%, 1.4%
Cc1ccc(NC(=O)Cn2nc(-c3ccc(Cl)cc3)c3ccccc3c2=O)cc1
→ 5.1, 0.7%, 12.4%
O=C1Cc2cc(S(=O)(=O)Nc3cccc(C(F)(F)F)c3)cc3c2N1CCC3
→ -11.2, ?, -10.2%
CCc1ccc(OCC(=O)NCC(c2ccc(OC)cc2)N2CCOCC2)cc1 (configuration not stated)
→ -38.8, 0.0%, -1.8%
COc1ccc(N2CCN(CC(O)COc3ccccc3C(C)(C)C)CC2)cc1 (configuration not stated)
→ -25.6, ?, 4.8%
Cc1ccc(S(=O)(=O)c2nc(-c3ccccc3F)oc2N2CCCCC2)cc1
→ -8.6, ?, 0.7%
O=C(Cn1c(=O)nc(-c2ccccc2)c2cc(Cl)ccc21)N1CCN(c2ccc(F)cc2)CC1
→ 6.3, 6.0%, -8.0%
O=C(Nc1cccc(C(=O)OCc2cc(=O)n3c4c(sc3n2)CCCC4)c1)c1cccc(Cl)c1
→ 3.4, 3.9%, -1.1%
COc1cccc(-c2nnc(SCC(=O)N3CCCCC3)o2)c1
→ -1.4, 19.9%, -14.8%
CCOc1ccc(C2c3c(oc4ccc(C)cc4c3=O)C(=O)N2Cc2ccc3c(c2)OCO3)cc1OC (configuration not stated)
→ -15.1, 14.3%, -8.4%
COCCCNC(=O)CCCn1c(SCC(=O)c2ccc(Br)cc2)nc2c(sc3ccccc32)c1=O
→ -11.7, 6.9%, -0.2%

Going on with the list:
Values run as follows: DRD3 agonist, GLP-1R inv ag, HEK293 tox
Cc1ccc(NC(=O)C(=O)NCC(c2cccnc2)N2CCN(Cc3ccccc3)CC2)cc1F (configuration not stated)
→ -9.1, 7.5%, -1.1%
COC(=O)c1ccc(NC(=O)CC2C(=O)N(c3ccc(Cl)cc3)C(=O)N2Cc2cccs2)cc1 (configuration not stated)
→ 6.0, ?, -6.7%
COc1cccc(NC(=O)CCc2nnc3n(CC(C)C)c(=O)c4ccccc4n23)c1
→ 19.5, 2.2%, -16.0%
Cc1c(Cl)cccc1NC(=O)Cn1c(=O)cc(C)c2c(C)nn(-c3cccc(F)c3)c21
→ 3.1, -8.0%, -2.6%
Cc1ccc(NC(=O)C2CCN(c3nc4ccccc4nc3C(F)(F)F)CC2)cc1F
→ 10.8, 2.9%, 3.3%
COC(=O)c1c(NC(=O)COc2ccc(Cl)cc2)sc(C)c1C
→ 3.6, -1.0%, 8.5%
Cc1cccc(NC(=O)CSc2nc(=O)n(Cc3ccco3)c3c2CCC3)c1C
→ -0.5, 9.2%, 5.2%
O=C1CN(C(=O)C2CCCCC2)C(c2ccccc2)c2cc(F)ccc2N1 (configuration not stated)
→ -3.9, -19.1%, -1.4%
CCC1CN(C(=O)Nc2cc(OC)cc(OC)c2)c2ccccc2S1 (configuration not stated)
→ -6.4, ?, 17.0%
Cc1cc(C)cc(OCCSc2nc(-c3cccs3)nc3cc(=O)[nH]n23)c1
→ 21.5, 5.6%, 10.7%
Cc1ccc2c(=O)cc(C(=O)Nc3sc4c(c3C(=O)NCc3ccco3)CCC4)oc2c1C
→ -9.9, 6.7%, 15.3%
COc1ccc(-c2cnn3c(C)cc(C)nc23)cc1OC
→ 6.3, 17.5%, 8.1%
Oc1ccccc1-c1nc(/C=C/c2ccccc2Cl)no1
→ 87.8*, -6.4%, -1.0%
COc1cc(C(=O)Nc2nc3nc(-c4ccccc4)cc(=O)n3[nH]2)cc(OC)c1OC
→ 4.2, 3.1%, 11.1%
Cc1nc(N2CCCC2)ncc1C(=O)N1CCN(c2ccccc2F)CC1
→ 1.2, 4.3%, 3.9%
COc1ccc2c(CNC3CCCCCC3)c(C(=O)O)n(Cc3ccccc3F)c2c1
→ -12.3, -18.6%, -13.8%
CCc1ccc(NC(=O)C2CCN(S(=O)(=O)c3c(C)noc3/C=C/c3ccco3)CC2)cc1
→ -9.0, -17.2%, 1.4%
Cc1ccc(S(=O)(=O)Nc2ccc3nc(-c4ccc(F)cc4)oc3c2)cc1
→ 6.6, ?, -0.6%
COc1ccc(Cl)cc1NC(=O)c1cnc2sc(N3CCOCC3)nn2c1=O
→ 8.7, 6.4%, 6.4%
COc1ccc(C)cc1NC(=O)CC1NCCNC1=O (configuration not stated)
→ -7.0, 8.2%, 13.7%
Clc1ccc(Nc2c(-c3cccs3)nc3ccc(Cl)cn23)cc1
→ -12.7, 11.0%, -2.5%
COc1ccc(CCNC(=O)CSc2n[nH]c(-c3ccccc3Cl)n2)cc1OC
→ -6.4, -6.5%, -4.4%
CCN(Cc1ccccc1)C(=O)Cn1c(=O)n(-c2ccc(Cl)c(Cl)c2)c(=O)c2c(C)c(C(=O)N(C)C)sc21
→ 5.2, 7.4%, 6.2%
CCOc1ccc(CN(CCc2ccc3c(c2)OCO3)Cc2cc(OC)c(OC)cc2OC)cc1
→ -7.9, ?, 1.1%
CN(C)c1ccc(CNC(=O)CN2C(=O)C3CCCCN3c3ccc(C(=O)N4CCCC4)cc32)cc1 (configuration not stated)
→ 5.7, 7.1%, 2.3%
COCc1cc(C)nc2sc3c(=O)n(-c4ccccc4C(F)(F)F)nnc3c12
→ 1.3, 3.1%, 1.8%
Cc1ccccc1Cn1cc(NC(=O)c2cc(-c3ccc(Cl)cc3)on2)cn1
→ -1.2, 5.6%, -1.3%
COc1cc(C(=O)NCCc2csc(-c3ccc(Cl)cc3)n2)cc(OC)c1OC
→ 41.4*, ?, -22.3%
Cc1ccc(-n2ncc(C(=O)N3CCN(Cc4ccccc4)CC3)c2C2CCN(C(=O)OC(C)(C)C)CC2)c(C)c1
→ 1.3, 6.1%, 4.5%
Cc1ccc(C)c(CNC(=O)c2sc3ncnc(N(C)C4CCCCC4)c3c2C)c1
→ 4.3, -11.2%, 15.4%

Next part
Values run as follows: DRD3 agonist, GLP-1R inv ag, HEK293 tox
Cc1ccc(CNC(=O)CSCc2nc(-c3cccc(C)c3)oc2C)cc1
→ 5.5, ?, 0.7%
CCn1cc(CNC(=O)c2cc(-c3ccc(C)c(C)c3)nc3ccccc23)c(C)n1
→ 1.2, 3.1%, -0.8%
CC(=O)Nc1cc(C(=O)NCc2ccc(F)cc2)ccc1Sc1ccc(C)cc1
→ 9.2, ?, -5.2%
CCc1ccc(-n2c(N3CCN(c4ccc(F)cc4)CC3)nc3ccccc3c2=O)cc1
→ 5.6, 11.2µM*, 0.7%
COc1cccc(NC(=O)CC2NCCNC2=O)c1 (configuration not stated)
→ 6.6, 12.6%, 0.7%
Cc1cccc(Cn2c(=O)n(CCC(=O)NCCc3ccc(Cl)cc3)c(=O)c3sccc32)c1
→ -4.8, 1.7%, 2.7%
Cc1ccccc1NC(=O)c1c(NC(=O)c2cccs2)sc2c1CCC(C)C2 (configuration not stated)
→ 8.5, 4.4%, 4.9%
CC(c1ccccc1)n1cc2c(c1-c1ccccc1Br)c(=O)n(C)c(=O)n2C (configuration not stated)
→ 6.2, -20.8%, -0.4%
CCOc1ccccc1C(=O)N(Cc1ccco1)Cc1ccccc1F
→ -18.0, ?, 1.7%
COc1cccc(/C=C/c2nc(C#N)c(NCCN(C)C)o2)c1
→ 1.3, -11.3%, 1.1%
Cc1cc(OC(C)C(=O)N2CCC(c3nc4ccccc4o3)CC2)ccc1Cl (configuration not stated)
→ 4.1, ?, -4.7%
Cc1ccc(C)c(N2CCN(S(=O)(=O)c3ccc4[nH]c5c(c4c3)CCCC5)CC2)c1
→ 4.3, ?, 2.5%
CCC(=O)N1CCc2cc(Br)cc(S(=O)(=O)CCC(=O)N3CCN(c4ccc(F)cc4)CC3)c21
→ -2.9, 11.3%, 7.9%
CCOC(=O)c1ccc(NC(=O)CSc2nc3ncc(Br)c(C)c3[nH]2)cc1
→ -6.0, 19.4%, 5.8%
Cc1cccc(NC(=O)/C(C#N)=C/c2ccc(C)o2)c1
→ 7.6, 15.0%, -12.0%

Sorted by SMILES length (low to high): 13 of the compounds above.
Values run as follows: DRD3 agonist, GLP-1R inv ag, HEK293 tox
COc1cccc(NC(=O)CC2NCCNC2=O)c1 (configuration not stated)
→ 6.6, 12.6%, 0.7%
CCOc1ccccc1C(=O)N(Cc1ccco1)Cc1ccccc1F
→ -18.0, ?, 1.7%
COc1cccc(/C=C/c2nc(C#N)c(NCCN(C)C)o2)c1
→ 1.3, -11.3%, 1.1%
Cc1ccc(CNC(=O)CSCc2nc(-c3cccc(C)c3)oc2C)cc1
→ 5.5, ?, 0.7%
Cc1cc(OC(C)C(=O)N2CCC(c3nc4ccccc4o3)CC2)ccc1Cl (configuration not stated)
→ 4.1, ?, -4.7%
CC(=O)Nc1cc(C(=O)NCc2ccc(F)cc2)ccc1Sc1ccc(C)cc1
→ 9.2, ?, -5.2%
COc1cc(C(=O)NCCc2csc(-c3ccc(Cl)cc3)n2)cc(OC)c1OC
→ 41.4*, ?, -22.3%
CCOC(=O)c1ccc(NC(=O)CSc2nc3ncc(Br)c(C)c3[nH]2)cc1
→ -6.0, 19.4%, 5.8%
CC(c1ccccc1)n1cc2c(c1-c1ccccc1Br)c(=O)n(C)c(=O)n2C (configuration not stated)
→ 6.2, -20.8%, -0.4%
CCc1ccc(-n2c(N3CCN(c4ccc(F)cc4)CC3)nc3ccccc3c2=O)cc1
→ 5.6, 11.2µM*, 0.7%
Cc1ccc(C)c(N2CCN(S(=O)(=O)c3ccc4[nH]c5c(c4c3)CCCC5)CC2)c1
→ 4.3, ?, 2.5%
CCC(=O)N1CCc2cc(Br)cc(S(=O)(=O)CCC(=O)N3CCN(c4ccc(F)cc4)CC3)c21
→ -2.9, 11.3%, 7.9%
Cc1ccc(-n2ncc(C(=O)N3CCN(Cc4ccccc4)CC3)c2C2CCN(C(=O)OC(C)(C)C)CC2)c(C)c1
→ 1.3, 6.1%, 4.5%
